Assay outcomes deposited in PubChem BioAssay by National Center for Advancing Translational Sciences (NCATS).
Nrf2 ARE act = activators of Nrf2 (ARE) signaling. AREc32 ARE-luciferase reporter (MCF7-derived line), luminescence, 24 h. Potency, µM (titrated, usually from 46.1 µM), for inactives: at the top dose activation, usual class: activators. 0.31% of 410,000 active; note: potency is the fitted concentration of half-maximal effect; % of control where 0% means no effect; nearly all actives have a fitted effect of over 65% in size
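Cells of the AREc32 ARE-luciferase line are plated in OPTI-MEM containing 5% FBS and left overnight at 37 deg C. Compounds are pinned in, incubation continues 24 hr, and firefly luciferase signal is then measured.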
CCT modulator = cytosolic chaperonin activity modulation; purified chaperonin ATPase assay, HTRF ADP detection, 30 min; activity change, % (test concentration not listed), hits read low; 0.3% of 360,000 active; AID 651819; in the data active = activity change below about -30%; note: % is set by controls: 0 for no effect and ±100 for the full control effect
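Enzyme 40 or 20 nM (batch-dependent) in Tris pH 7.4/KCl/MgCl2/DTT; cpd 76 uM single point; ATP 10 uM; 30 min 37 °C; Transcreener ADP HTRF detection, 30 min RT; ratio 665/615.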
EPAC2 antag = blocks human EPAC2 exchange factor. Q8WZA2. EPAC2 GEF exchange of Rap1B-BODIPY-GDP, fluorescence. Potency, µM (highest dose often 114 µM), without a hit: at the top dose activity, negative = inhibition, actives largely listed as inhibitors. 0.18% of 360,000 active. AID 720708; note: potency is the fitted concentration of half-maximal effect; % is set by controls: 0 for no effect and ±100 for the full control effect; nearly all actives have a fitted effect of over 45% in size; many of its hits are not listed in these tables
Target sequence (Q8WZA2 whole entry, looked up): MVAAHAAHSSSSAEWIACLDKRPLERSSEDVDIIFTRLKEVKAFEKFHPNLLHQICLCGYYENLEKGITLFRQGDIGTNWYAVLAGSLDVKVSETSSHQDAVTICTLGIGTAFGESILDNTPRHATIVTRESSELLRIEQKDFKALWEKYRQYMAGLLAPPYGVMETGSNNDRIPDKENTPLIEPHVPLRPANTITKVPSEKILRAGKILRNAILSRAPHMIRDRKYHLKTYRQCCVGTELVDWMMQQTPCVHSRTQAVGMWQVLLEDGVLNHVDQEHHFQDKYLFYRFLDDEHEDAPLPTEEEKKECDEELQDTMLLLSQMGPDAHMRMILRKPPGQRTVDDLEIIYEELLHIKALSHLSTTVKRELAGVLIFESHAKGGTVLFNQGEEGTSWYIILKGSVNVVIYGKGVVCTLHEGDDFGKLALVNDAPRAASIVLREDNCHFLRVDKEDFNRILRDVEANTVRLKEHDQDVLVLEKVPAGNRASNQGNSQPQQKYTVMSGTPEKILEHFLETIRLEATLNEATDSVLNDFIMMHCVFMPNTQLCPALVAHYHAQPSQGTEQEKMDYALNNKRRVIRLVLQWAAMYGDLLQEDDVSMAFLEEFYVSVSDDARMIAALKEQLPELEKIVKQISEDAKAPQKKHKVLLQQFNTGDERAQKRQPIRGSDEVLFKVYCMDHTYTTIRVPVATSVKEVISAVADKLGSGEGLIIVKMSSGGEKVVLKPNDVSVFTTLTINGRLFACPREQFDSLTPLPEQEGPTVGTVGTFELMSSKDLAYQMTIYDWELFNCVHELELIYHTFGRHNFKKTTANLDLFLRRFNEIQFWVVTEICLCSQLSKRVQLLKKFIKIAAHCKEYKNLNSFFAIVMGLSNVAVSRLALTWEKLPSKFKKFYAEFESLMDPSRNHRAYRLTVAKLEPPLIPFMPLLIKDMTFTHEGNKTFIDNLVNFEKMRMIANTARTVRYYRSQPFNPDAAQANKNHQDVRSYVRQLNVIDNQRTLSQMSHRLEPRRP
TGFb inhibitor = inhibitors of TGF-b signaling | HepG2 CAGA-GFP TGF-b/SMAD3 reporter, GFP fluorescence, 18 h; TGF-beta stimulated, 500 pg/mL final | Potency, µM (doses to about 46.1 µM), inactives show top-dose activity, negative = inhibition, usual class: inhibitors | 1.2% of 410,000 active; note: potency is the fitted concentration of half-maximal effect; % is set by controls: 0 for no effect and ±100 for the full control effect; nearly all actives have a fitted effect of over 65% in size
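TGF-beta reporter screen: HEPG2 CAGA-GFP, 1% FBS, 500 pg/mL TGF-beta final, 18 h; per-cell GFP summed per well; curves fitted and categorized by class.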
MmCpn inh = blocks the Methanococcus maripaludis chaperonin Mm-Cpn; purified Mm-Cpn ATPase, ADP Transcreener TR-FRET; Potency, µM (series often up to 76.9 µM), inactives show top-dose activity, negative = inhibition, usual class: inhibitors; 0.031% of 330,000 active; AID 504842; note: potency is the fitted concentration of half-maximal effect; % is set by controls: 0 for no effect and ±100 for the full control effect; nearly all actives have a fitted effect of over 80% in size
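TR-FRET (320 nm excitation; 590 and 665 nm emission) reports ADP made from 10 uM ATP by 25 nM enzyme; compounds were preincubated 10 min, reaction run 30 min, both at 37°C.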
Nrf2 inh = inhibitors of Nrf2 signaling; 2.1% of 360,000 active; A549 ARE-Fluc reporter, luciferase luminescence, 18-24 h; AID 504444; Potency, µM (series often up to 46 µM), for the others: top-dose activity change, negative = inhibition, usual class: inhibitors; note: potency is the fitted concentration of half-maximal effect; % is set by controls: 0 for no effect and ±100 for the full control effect; nearly all actives have a fitted effect of over 60% in size
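A549 ARE_Fluc cells, 5000/well, 5% FBS OPTI-MEM; compounds in dose-response, 18-24 h at 37 °C/5% CO2; CellTiter-Fluor viability read (Ex 405/Em 525), then BugLite luciferase luminescence = Nrf2 activity.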
EPAC2 agonist = EPAC2 (human) agonism; Q8WZA2; EPAC2 activation, biochemical qHTS; response scale: 100% = 6.5 mM cAMP response; Potency, µM (highest dose often 154 µM), inactives show at the top dose activation, most hits filed as activators; 0.079% of 360,000 active; AID 720711; note: potency is the fitted concentration of half-maximal effect; nearly all actives have a fitted effect of over 50% in size
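Compounds were titrated in qHTS against a Rap1B-BODIPY-GDP (250 nM) complex with EPAC2 (100 nM) and GDP (50 uM). BODIPY-GDP release tracked at 480/540 nm over 30 min at room temperature, normalized to 6.5 mM cAMP.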
A549 tox = kills or reduces viability of A549 cells in Nrf2 counter-screen | 0.16% of 390,000 active | A549 ARE-Fluc cells, CellTiter-Fluor viability, 18-24 h | Potency, µM (doses to about 46 µM), for the others: top-dose activity change, negative = cytotoxicity, usual class: inhibitors; note: potency is the fitted concentration of half-maximal effect; % is set by controls: 0 for no effect and ±100 for the full control effect
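A549 ARE_Fluc cells in 5% FBS OPTI-MEM were exposed to compounds in concentration-response for 18-24 h at 37 deg C. Viability was read by CellTiter-Fluor fluorescence (Ex 405/Em 525) after 30 min, before the luciferase read.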
Akt phos inh = Akt phosphorylation inhibition. 0.32% of 360,000 active. Neuro2A IGF-stimulated pAkt S473 HTRF, 20 min; active compounds read low. activity change, % for hits at 50 µM. AID 651550; in the data active = activity change below about -80%; inconclusive = mostly about -51% to -80%; note: % is set by controls: 0 for no effect and ±100 for the full control effect
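Neuro2A cells (4,500/well, DMEM with 0.5% FBS) were treated with compound at a single 50 µM final concentration, stimulated with 6 nM IGF for 20 min at 37 °C, and lysed. Phospho-Akt Ser473 was read by HTRF as 665/615 ratio ×10^4.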
An asterisk follows results filed as active; i = inactive; u = inconclusive; x = not tested or not shown; [ ] = another dose, or the depositor's remark. Unless noted, calls come from the whole dose curve; as a rule, active = well fitted curve in the direction sought with a large enough effect; inconclusive = small, poorly fitted or top-dose-only effect, or another doubt; inactive = no such curve, though single readings can be large; an effect the other way counts as inactive or inconclusive. This is a subset (hit frequency here may not be typical).

no.	molecule	Nrf2 ARE act	CCT modulator	EPAC2 antag	TGFb inhibitor	MmCpn inh	Nrf2 inh	EPAC2 agonist	A549 tox	Akt phos inh
1	CCOc1cc(C2NC(=O)NC(C)=C2C(=O)OC(C)CC)cc(Br)c1O (configuration not stated)	0.4%	1.2	-22.6%	-13.0%	-2.2%	1.6%	-13.9%	-4.0%	i
2	COc1ccc(CCNC(=O)CNC(=O)c2ccco2)cc1	0.7%	0.0	2.5%	28.8%	0.5%	-21.5%	9.8%	-26.0%	i
3	CCN1C(=O)C(CC(=O)NCCc2ccccc2)N(NC(=O)c2ccc(Br)cc2)C1=S (configuration not stated)	7.5%	1.3	2.4%	-26.0%	x	x	-2.6%	x	i
4	COc1ccccc1NC(=O)CCCN1C(=O)C2CC=CCC2C1=O (configuration not stated)	-0.6%	-0.7	13.7%	3.6%	-0.2%	-7.4%	9.0%	-11.3%	i
5	COCOCCn1cc(CN2CCS(=O)(=O)N(Cc3ccc(-c4ccc(F)nc4)cc3)C(CC(C)C)C2=O)nn1 (configuration not stated)	2.6%	-18.2	u	-2.6%	x	x	13.2%	x	i
6	Cc1cc(NC(=O)CSc2nc(-c3ccco3)cc(C(F)(F)F)n2)n(-c2ccccc2)n1	-0.6%	-1.3	0.0%[57.1 µM]	-25.6%	-0.2%	u	-10.6%	u	i
7	O=C(c1ccco1)N1CCN(c2c([N+](=O)[O-])nn(-c3ccc(Cl)cc3)[n+]2[O-])CC1	0.0%	1.1	0.9%	-2.6%	-1.7%	-12.0%	10.3%	-11.2%	i
8	CCOC(=O)/C=C1\Nc2ccccc2SC1=O	12.9%	-2.3	-5.3%	5.6%	-2.5%	-41.9%	-17.2%	-11.9%	i
9	COc1cc(CCCN[C@H](CN)Cc2ccccc2)cc(OC)c1OC	5.8%	-0.7	22.5%	-7.4%	1.1%	1.0%	6.5%	5.1%	i
10	COc1ccc(N2CCN(C(=O)CSc3nnc4nc(C)cc(C)n34)CC2)cc1	0.4%	-2.6	1.5%	2.0%	x	9.3%	6.3%	u	i
11	COc1ccc(-c2onc3ccc(Cl)cc23)cc1	-0.8%	0.0	14.8%	-1.2%	0.0%	19.8%	-4.4%	-8.3%	i
12	CC1CCCN(CC(=O)Nc2ccc(S(=O)(=O)N3CCCCCC3)cc2)C1 (configuration not stated)	2.6%	1.3	-15.3%	-31.7%	-3.0%	-5.5%	6.9%	5.7%	i
13	Cc1cccc(NC(=O)c2sccc2-n2cccc2)c1C	3.5%	0.8	-4.3%	-1.3%	-0.9%	8.8%	15.7%	-2.4%	i
14	CCC(NC(=O)CSc1nnnn1C1CC1)c1ccc(Br)cc1 (configuration not stated)	-0.4%	-0.5	-16.4%	-8.9%	-0.4%	-10.5%	13.7%	-0.2%	i
15	Cc1nn2c3cc(N4CCOCC4)ccc3nc2c2ccccc12	12.2%	-20.6	-2.2%	37.8%	x	u	11.6%	16.6%	i
16	Cc1ccc(NC(=O)N2CCC(NC(=O)c3cccc(C)c3)CC2)cc1	0.1%	1.3	3.5%	6.8%	0.0%	-3.0%	11.1%	0.3%	i
17	CC(=O)c1cccc(NC(=O)NC2CC(=O)N(c3ccc4c(c3)OCCO4)C2)c1 (configuration not stated)	0.0%	1.7	17.1%	0.0%	-1.2%	7.8%	-7.7%	-0.1%	i
18	O=C(CN1CCC(NC(=O)c2ccccc2Cl)CC1)NCc1ccco1	0.4%	2.7	8.4%[57.1 µM]	u	0.7%	-2.1%	5.9%	-4.2%	i
19	Cc1ccc(S(=O)(=O)Nc2nc3ccccc3s2)cc1	0.3%	-0.8	-3.9%	-3.9%	2.0%	-12.1%	-0.1%	-17.2%	i
20	C(=N\N1CCOCC1)/c1cn(-c2ccccc2)nc1-c1ccccc1	3.2%	-0.6	3.4%	4.7%	-1.6%	1.2%	18.6%	0.3%	i
21	CCCCCNC(=O)c1ccc2c(=O)n(CCOC)c(=O)[nH]c2c1	-0.9%	-1.4	3.8%	4.7%	-0.3%	2.4%	-7.6%	-4.3%	i
22	Cc1ccsc1C(=O)NCCc1nnc2ccccn12	5.2%	-4.1	12.2%	6.6%	1.6%	9.1%	0.8%	-1.0%	x
23	Cc1cc(C)n(-c2nc3ccccc3nc2N2CCCCCC2)n1	-0.7%	1.9	-4.1%	-2.0%	2.2%	8.6%	-6.4%	-2.6%	i
24	CC1CC(C)CN(CCOc2cccc3ccccc23)C1 (configuration not stated)	0.2%	-0.9	-4.4%	-4.2%	-2.2%	u	2.1%	u	i
25	CC(=O)c1ccc(NC(=O)C(C)OC(=O)/C=C/c2ccco2)cc1 (configuration not stated)	1.6%	-1.2	-8.1%	-6.7%	-1.2%	u	4.1%	0.7%	i
26	O=C(c1cc(=O)[nH]c2ccccc12)N1CC=C(c2ccccc2)CC1	0.5%	-4.7	6.0%	-0.6%	0.0%	-8.8%	-2.1%	-1.3%	i
27	O=C(Nc1ccc2oc(-c3ccccc3F)nc2c1)c1cncc(Br)c1	0.0%	-0.3	1.8%	1.3%	-1.1%	-20.4%	-2.0%	-2.2%	i
28	COc1ccc(OC)c(NC(=O)CSC2=NN3CCCC(=O)N=C3S2)c1	-0.1%	-0.9	-9.3%	-8.6%	-14.2%	-10.2%	13.5%	0.7%	i
29	CCOC(=O)N1CCc2c(sc3c2c(=O)n(CCc2ccccc2)c(=O)n3Cc2cc(C)ccc2C)C1	-1.0%	x	x	1.1%	x	-22.3%	x	0.8%	x
30	N#C/C(=N\O)c1nc2ccccc2s1	-0.2%	-7.7	-10.7%	19.7%	-3.5%	7.0%	-6.5%	-2.9%	i
31	CC(NC(=O)COC(=O)COc1cccc2c1OC(C)(C)C2)c1ccccc1 (configuration not stated)	-0.9%	-1.2	-2.9%	-5.3%	1.8%	-3.3%	0.1%	-2.6%	i
32	CN(C)c1cccc(C(=O)Nc2nnc(Cc3ccccc3)s2)c1	8.8%	-0.3	-0.3%	0.0%	-2.9%	u	9.8%	-9.1%	i
33	COc1cc(-n2c(C)nc3cc(C(=O)O)ccc32)cc(OC)c1OC	0.1%	-1.1	14.0%	-1.3%	2.0%	3.9%	4.8%	-0.2%	i
34	CCC(C)[C@H](NC(=O)Nc1ccc(S(N)(=O)=O)cc1)C(=O)OC (some centres not stated)	-0.8%	-4.4	-0.1%	-3.0%	-1.6%	6.3%	6.2%	3.3%	i
35	CSc1ncccc1C(=O)Nc1ccc(S(=O)(=O)Nc2nccs2)cc1	-0.4%	3.0	-2.3%	8.4%	-0.2%	5.9%	-10.9%	-3.0%	i
36	COc1c2c(nc3occc13)C(CCC(C)(C)O)(OC)C(O)CC2 (configuration not stated)	-0.1%	-3.4	-11.5%	-5.1%	-3.1%	8.8%	6.2%	11.7%	i
37	CCC(=O)OCCNc1nc(-c2ccccc2)nc2ccccc12	8.1%	-0.4	-14.6%	-11.0%	1.3%	10.9%	7.7%	-3.0%	i
38	CCOC(=O)c1sc(NC(=O)c2ccc(S(=O)(=O)N3CCCCC3)cc2)nc1-c1ccccc1	-0.1%	0.7	0.6%	-28.6%	-4.3%	23.1µM*	2.0%	-5.1%	i
39	Cc1cc(C2N=C(N)Nc3nc4ccccc4n32)c(C)n1-c1ccccc1Cl (configuration not stated)	0.0%	-4.5	-17.2%	11.2µM*	2.2%	8.2%	21.7%	-6.0%	i
40	CCOC(=O)C(C(=O)OCC)C(Nc1ccc(Br)cc1)c1ccccc1 (configuration not stated)	u	0.9	9.9%	u	-2.4%	u	7.8%	u	i
41	Cc1ccc(OCC(=O)NCCNC(=O)c2cccnc2)cc1C	-0.4%	1.3	10.1%	6.1%	0.7%	1.9%	4.1%	-4.5%	i
42	Cc1ccc(C(=O)N/C(=C\c2sccc2C)C(=O)NCc2ccncc2)cc1	0.4%	-0.1	0.4%	11.5%	0.4%	9.1%	19.7%	3.5%	i
43	CC(=O)c1cccc(NC(=O)CN(C)Cc2ccc(OC(F)F)cc2)c1	0.4%	0.4	-5.6%	0.0%	-0.8%	-8.6%	-2.1%	1.3%	i
44	Cc1ccccc1C(=O)Nc1ccnn1C1CCN(Cc2ccccn2)CC1	0.2%	-1.7	-1.7%	-5.2%	-1.1%	1.2%	-2.2%	-2.5%	i
45	COc1ccc(N2CCN(Cc3nc(N)nc(Nc4ccc(C)c(Cl)c4)n3)CC2)cc1	5.7%	0.9	-6.3%	-20.3%	-0.2%	u	-2.8%	-21.4%	i
46	O=C(CN1CCCCC1)NNC(=O)c1cccc(Br)c1	0.8%	0.1	-10.0%	3.6%	1.5%	2.8%	9.9%	-2.1%	i
47	Cc1ccccc1NC(=O)c1c(C)[nH]c(=S)c(C#N)c1-c1ccco1	0.0%	-3.0	13.0%	-15.3%	-20.0%	23.1%	11.9%	6.0%	i
48	CC(=O)Nc1ccc(S(=O)(=O)N2CCN=C2SCc2cccnc2)cc1	5.0%	-1.2	3.5%	-15.0%	-0.9%	u	-5.1%	-0.8%	i
49	COc1ccc(S(=O)(=O)N2CCN(C)CC2)c2ccccc12	-0.2%	-1.5	-19.6%	-3.8%	-0.2%	10.6%	2.4%	6.5%	i
50	O=C(NCc1cccc(C(F)(F)F)c1)c1ccc2sc(C3=C[C@@H](O)[C@@H](O)[C@@H](CO)O3)nc2c1	1.1%	0.1	11.5%	22.0%	x	x	-0.4%	x	i
51	Cc1ccc(N2C(=O)N3[C@H](c4ccc(Cl)cc4)[C@@H]4C(=O)N(C5CCCCC5)C(=O)[C@@H]4[C@]3(Cc3ccccc3)C2=O)cc1	-0.1%	0.5	-4.7%	-5.7%	2.6%	10.3%	-0.8%	-4.7%	i
52	COc1ccc(C(=O)SC2=NCCS2)cc1	0.0%	6.3	7.4%	1.2%	0.0%	u	2.1%	-10.7%	i
